IL2 activator = qHTS of IL-2 Activators; activation, % (series mostly up to about 46 µM); IL-2 activation reporter assay, cell-based qHTS; stimulated with anti-CD3/CD4/CD28 beads; in transgenic mouse T cells; actives 0.065% (n = 360,000); in the data active = activation above about 50%; inconclusive = mostly about 30% to 49%; note: 0% is about no effect
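EGFP and DsRed fluorescence is measured by plate cytometry in unstimulated transgenic mouse T cells exposed to compound for 60 minutes, then stimulated 18 hours at 37 degrees C with anti-CD3/anti-CD4 beads plus anti-CD28.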
HEK293 tox = qHTS of GLP-1 Receptor Inverse Agonists: Cytotox Screen; HEK293 cAMP-luciferase reporter cells, luminescence, 24 h; Potency, µM (titrated, usually from 38.3 µM), without a hit: at the highest dose activity change, negative = inhibition, most hits filed as inhibitors; actives 0.13% (n = 410,000); AID 624418, 2012;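 note: loss of luciferase light is scored as toxicity; potency is the fitted concentration of half-maximal effect; % is set by controls: 0 for no effect and ±100 for the full control effect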
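Seeding density was 200 cells/uL; after overnight-length (12 h) culture, 23 nL compounds went on for 24 h at 37 °C. Readout used a luciferase detection reagent, luminescence taken after 12 min at room temperature.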
PLK1 PBD inh = qHTS for Inhibitors of PLK1-PDB (polo-like kinase 1 - polo-box domain): Primary Screen; Serine/threonine-protein kinase PLK1 (Homo sapiens), P53350; Plk1 PBD binding of FITC phosphopeptide, fluorescence polarization; Potency, µM, without a hit: max response, negative = inhibition, usual class: inhibitors; actives 2.8% (n = 360,000); AID 720504, 2013; note: potency is the fitted concentration of half-maximal effect; series mostly up to about 57 µM; % is set by controls: 0 for no effect and ±100 for the full control effect; nearly all actives have a fitted effect of over 65% in size
Target sequence (P53350 whole entry, looked up, the tested form may be a part): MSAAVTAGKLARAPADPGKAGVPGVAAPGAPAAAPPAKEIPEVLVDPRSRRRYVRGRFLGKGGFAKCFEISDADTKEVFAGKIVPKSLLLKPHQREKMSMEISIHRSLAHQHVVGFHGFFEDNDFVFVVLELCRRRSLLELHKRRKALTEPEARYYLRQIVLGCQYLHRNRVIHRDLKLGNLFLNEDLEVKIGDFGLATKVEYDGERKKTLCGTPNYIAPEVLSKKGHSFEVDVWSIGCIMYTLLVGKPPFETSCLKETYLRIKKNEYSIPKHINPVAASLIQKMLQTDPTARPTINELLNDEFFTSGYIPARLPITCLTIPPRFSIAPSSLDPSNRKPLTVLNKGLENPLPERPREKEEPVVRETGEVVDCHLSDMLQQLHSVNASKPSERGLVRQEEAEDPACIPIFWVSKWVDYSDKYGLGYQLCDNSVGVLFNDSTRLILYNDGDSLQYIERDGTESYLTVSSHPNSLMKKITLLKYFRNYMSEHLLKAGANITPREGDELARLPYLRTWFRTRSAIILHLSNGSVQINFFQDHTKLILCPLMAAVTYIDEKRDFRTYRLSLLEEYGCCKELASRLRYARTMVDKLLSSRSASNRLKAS
GLP-1R agonist = qHTS of GLP-1 Receptor Agonists. Glucagon-like peptide 1 receptor (Homo sapiens), P43220. HEK293 GLP-1R CRE-luciferase, luminescence, 4-6 h; cells express a hypersensitive GLP-1R form. Potency, µM (series often up to 45.6 µM), for the others: at the highest dose activation, usual class: activators. actives 0.007% (n = 380,000). AID 624172, 2012; note: potency is the fitted concentration of half-maximal effect; % of control where 0% means no effect
D3 antag = qHTS of D3 Dopamine Receptor Antagonist: qHTS; actives 2.5% (n = 360,000); AID 652054, 2013; D3R cells, DiscoveRx beta-arrestin luminescence, antagonist mode; active compounds read low; max response, negative = inhibition, %; in the data active = max response below about -50%; inconclusive = no clear call, values can overlap the other calls; note: % is set by controls: 0 for no effect and ±100 for the full control effect; mostly tested at two doses, the higher about 12 µM
Target sequence (P35462 whole entry, looked up): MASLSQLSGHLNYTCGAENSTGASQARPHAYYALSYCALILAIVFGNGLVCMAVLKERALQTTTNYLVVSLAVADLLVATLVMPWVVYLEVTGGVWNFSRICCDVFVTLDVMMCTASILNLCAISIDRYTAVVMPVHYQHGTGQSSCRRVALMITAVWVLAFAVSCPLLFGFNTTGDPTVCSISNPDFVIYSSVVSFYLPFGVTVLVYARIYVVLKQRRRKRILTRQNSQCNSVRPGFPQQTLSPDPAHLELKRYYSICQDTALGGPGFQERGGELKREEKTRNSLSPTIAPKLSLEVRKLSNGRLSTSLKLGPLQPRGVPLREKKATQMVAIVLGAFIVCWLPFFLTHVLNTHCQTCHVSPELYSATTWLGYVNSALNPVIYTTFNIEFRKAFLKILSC
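Cells plated overnight at 1500 cells/well, then exposed to library compounds with dopamine controls for 90 minutes at 37 degrees C. DiscoveRx reagent added for 30–60 minutes at room temperature; luminescence read, quantitative HTS format.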
PI5P4K alpha inh = qHTS for Inhibitors of phosphatidylinositol 5-phosphate 4-kinase (PI5P4K); max response, %; Phosphatidylinositol 5-phosphate 4-kinase type-2 alpha (Homo sapiens), P48426; actives 1.2% (n = 330,000); PI5P4Kalpha enzyme, ADP-Glo luminescence, 60 min; active compounds read low; active = max response of -50% or lower; inconclusive = between -30% and -50%; inactive = -30% or higher; note: value at the top dose of about 77 µM; % is set by controls: 0 for no effect and ±100 for the full control effect
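qHTS, 1536-well: enzyme/substrate mix, compound by pin tool, 5 microM ATP final; RT 60 min; ADP-Glo reagents 1 (45 min) then 2 (30 min); luminescence.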
WRN inhibitor = qHTS for Inhibitors of WRN Helicase; Bifunctional 3'-5' exonuclease/ATP-dependent helicase WRN (Homo sapiens), Q14191; WRN helicase unwinding, fluorescent forked duplex, kinetic; Potency, µM (highest dose often 114 µM), inactives show top-dose activity change, negative = inhibition, actives largely listed as inhibitors; actives 0.46% (n = 360,000); note: potency is the fitted concentration of half-maximal effect; % is set by controls: 0 for no effect and ±100 for the full control effect; nearly all actives have a fitted effect of over 55% in size
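Fluorescence dequenching readout, ex 525 nm/em 598 nm, kinetic mode: forked duplex DNA (100 nM final) with adjacent fluorophore and quencher unwound by WRN (20 nM final) with 2 mM ATP. Compound preincubation 15 min, room temperature.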
D3 ag = qHTS of D3 Dopamine Receptor Agonist: qHTS | actives 0.58% (n = 410,000) | D(3) dopamine receptor (Homo sapiens), P35462 | AID 652048, 2013 | max activation, % | D3R DiscoveRx beta-arrestin cells, luminescence, 90 min; in the data active = max activation above about 30%; note: 0% is about no effect; mostly tested at two doses, the higher about 12 µM
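Cells at 1500/well, incubated overnight, then treated with pinned compounds (dopamine as control) for 90 min at 37 degrees C. DiscoveRx reagent added for 30 - 60 minutes at room temperature; luminescence read.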
GLP1R inv ag = qHTS of GLP-1 Receptor Inverse Agonists (Inhibition Mode); Glucagon-like peptide 1 receptor (Homo sapiens), P43220; HEK293 GLP-1R CRE-luciferase, luminescence, 24 h; GLP-1R form is constitutively active; Potency, µM (top dose mostly 38.3 µM), inactives show at the highest dose activity change, negative = inhibition, hits mostly inhibitors; actives 1.6% (n = 410,000); AID 624417, 2012; note: potency is the fitted concentration of half-maximal effect; % is set by controls: 0 for no effect and ±100 for the full control effect; nearly all actives have a fitted effect of over 55% in size
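Seeding at 200 cells/uL, 12 h culture, 24 hr compound treatment, then luciferase reagent and a luminescence read; cells are HEK293 stably expressing a constitutively active GLP-1R plus cAMP-responsive luciferase.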
* marks the source's active call; other numbers are inactive results; [ ] = remark or other dose. Unless noted, calls come from the whole dose curve; as a rule, active = well fitted curve in the direction sought with a large enough effect; inconclusive = small, poorly fitted or top-dose-only effect, or another doubt; inactive = no such curve, though single readings can be large; an effect the other way counts as inactive or inconclusive.

Results for CCn1c(=NC(=O)CSC(C)=O)sc2ccccc21 ?
IL2 activator: 0.0; HEK293 tox: 2%; PLK1 PBD inh: -11%; GLP-1R agonist: -9%; D3 antag: 36; PI5P4K alpha inh: 1; WRN inhibitor: -11%; D3 ag: -17; GLP1R inv ag: inconclusive

Results for CNC(=S)N1CCC(n2cnc3ccccc32)CC1 ?
IL2 activator: 2.6; HEK293 tox: 3%; PLK1 PBD inh: -11%; GLP-1R agonist: -1%; D3 antag: 5; PI5P4K alpha inh: 3; WRN inhibitor: -6%; D3 ag: -1; GLP1R inv ag: -6%

How did CC(C)c1ccccc1N1CC(C(=O)O)CC1=O (configuration not stated) do in these assays?
IL2 activator: -0.3; HEK293 tox: -12%; PLK1 PBD inh: -5%; GLP-1R agonist: -14%; D3 antag: 12; PI5P4K alpha inh: 0; WRN inhibitor: 5%; D3 ag: -1; GLP1R inv ag: 8%

What do the screens show for `O=C(CCNC(=O)C1CCN(S(=O)(=O)c2ccccc2)CC1)NCc1ccccn1`?
IL2 activator: -2.1; HEK293 tox: 0%; PLK1 PBD inh: -2%; GLP-1R agonist: 0%; D3 antag: 4; PI5P4K alpha inh: 0; WRN inhibitor: 4%; D3 ag: 2; GLP1R inv ag: 18%

How did COc1cc(OC)cc(C(=O)N2CCN(C(=O)c3cccs3)CC2)c1 do in these assays?
IL2 activator: -1.3; HEK293 tox: -1%; PLK1 PBD inh: 0%; GLP-1R agonist: 7%; D3 antag: 10; PI5P4K alpha inh: -6; WRN inhibitor: -5%; D3 ag: 4; GLP1R inv ag: 7%

What do the screens show for `O=c1oc(-c2ccccc2F)nc2c1cnn2-c1ccccc1`?
IL2 activator: -3.3; HEK293 tox: 16%; PLK1 PBD inh: -16%; GLP-1R agonist: -1%; D3 antag: -65*; WRN inhibitor: -26%[57.1 µM]; D3 ag: -23; GLP1R inv ag: 1%

Results for Cc1ccc(S(=O)(=O)N(C)C)cc1NC(=O)COC(=O)CCC1CCCC1 ?
IL2 activator: -2.7; HEK293 tox: -7%; PLK1 PBD inh: -18%; GLP-1R agonist: 3%; D3 antag: 1; PI5P4K alpha inh: -8; WRN inhibitor: 13%; D3 ag: -15; GLP1R inv ag: 16%

What do the screens show for `CC1(C(=O)NS(=O)(=O)c2ccc(Cl)cc2)CCN1C(=O)C1(c2ccc(Cl)cc2)CC1` (configuration not stated)?
IL2 activator: 0.0; HEK293 tox: -1%; PLK1 PBD inh: -3%; GLP-1R agonist: -6%; D3 antag: -2; PI5P4K alpha inh: 6; WRN inhibitor: 0%; D3 ag: 5; GLP1R inv ag: inconclusive

How did CCOc1cccc(CN2CCCC(C(=O)Nc3cccc(-n4cccn4)c3)C2)c1 (configuration not stated) do in these assays?
IL2 activator: -4.8; HEK293 tox: -7%; PLK1 PBD inh: 1%; GLP-1R agonist: 14%; D3 antag: 8; PI5P4K alpha inh: -2; WRN inhibitor: -17%; D3 ag: -11; GLP1R inv ag: inconclusive

What do the screens show for `O=C(Nc1ccc(S(=O)(=O)O)cc1)c1ccc2c(c1)S(=O)(=O)c1ccccc1C2=O`?
IL2 activator: 1.9; HEK293 tox: -16%; PLK1 PBD inh: -3%; GLP-1R agonist: -3%; D3 antag: 7; PI5P4K alpha inh: -20; WRN inhibitor: -18%; D3 ag: 0; GLP1R inv ag: 8%

How did CCOc1ccc(NC(=O)CSc2nc3c(c(=O)n2-c2ccccc2OC)SCC3)cc1 do in these assays?
IL2 activator: -2.8; HEK293 tox: -12%; PLK1 PBD inh: -15%; GLP-1R agonist: 4%; D3 antag: 14; PI5P4K alpha inh: -3; WRN inhibitor: 1%; D3 ag: 0; GLP1R inv ag: -12%

What do the screens show for `CCNc1nc(C)cc(COC)c1C#N`?
IL2 activator: -2.3; HEK293 tox: 2%; PLK1 PBD inh: -7%; GLP-1R agonist: 1%; D3 antag: -14; PI5P4K alpha inh: -9; WRN inhibitor: 3%; D3 ag: 4; GLP1R inv ag: 42%[activator]

Brought forward from above: 2 compounds, followed by the next part.
How did CCOc1ccc(NC(=O)CSc2nc3c(c(=O)n2-c2ccccc2OC)SCC3)cc1 do in these assays?
IL2 activator: -2.8; HEK293 tox: -12%; PLK1 PBD inh: -15%; GLP-1R agonist: 4%; D3 antag: 14; PI5P4K alpha inh: -3; WRN inhibitor: 1%; D3 ag: 0; GLP1R inv ag: -12%

What do the screens show for `CCNc1nc(C)cc(COC)c1C#N`?
IL2 activator: -2.3; HEK293 tox: 2%; PLK1 PBD inh: -7%; GLP-1R agonist: 1%; D3 antag: -14; PI5P4K alpha inh: -9; WRN inhibitor: 3%; D3 ag: 4; GLP1R inv ag: 42%[activator]

What do the screens show for `COC(=O)C1=C(C(=O)OC)C(C(=O)OC)C(C(=O)OC)C(C(=O)OC)(C(=O)OC)C(C(=O)OC)=C1C(=O)OC` (configuration not stated)?
IL2 activator: -5.1; HEK293 tox: inconclusive; PLK1 PBD inh: 11µM*; GLP-1R agonist: -8%; D3 antag: -2; PI5P4K alpha inh: -1; WRN inhibitor: inconclusive; D3 ag: -5; GLP1R inv ag: inconclusive

What do the screens show for `CCC1(C)Cc2c(c(=O)n(-c3ccccc3)c3ncnc(N)c23)CO1` (configuration not stated)?
IL2 activator: 0.5; HEK293 tox: 6%; PLK1 PBD inh: 0%; GLP-1R agonist: 0%; D3 antag: 1; PI5P4K alpha inh: -3; WRN inhibitor: -5%; D3 ag: 3; GLP1R inv ag: 10%

What do the screens show for `O=[N+]([O-])c1cc(/C=N/Nc2nc(N3CCCCC3)nc(N3CCCCC3)n2)ccc1O`?
IL2 activator: -2.2; HEK293 tox: -1%; PLK1 PBD inh: -10%; GLP-1R agonist: 1%; D3 antag: -16; PI5P4K alpha inh: -18; WRN inhibitor: 8%; D3 ag: 7; GLP1R inv ag: 0%

What do the screens show for `COc1ccc(OC)c(C(=O)COC(=O)c2cccnc2Cl)c1`?
IL2 activator: -0.4; HEK293 tox: -9%; PLK1 PBD inh: -10%; GLP-1R agonist: 3%; D3 antag: 5; PI5P4K alpha inh: 1; WRN inhibitor: 1%; D3 ag: 13; GLP1R inv ag: 2%

How did CCc1nn(C(CC)C(=O)NCC(C)c2ccccc2)c(=O)c2cc3occc3n12 (configuration not stated) do in these assays?
IL2 activator: -1.7; HEK293 tox: -10%; PLK1 PBD inh: -16%; GLP-1R agonist: 11%; D3 antag: 9; PI5P4K alpha inh: -3; WRN inhibitor: 2%; D3 ag: 1; GLP1R inv ag: inconclusive

How did CC1(C)CC(=O)C=C(c2cccs2)C1 do in these assays?
IL2 activator: -1.2; HEK293 tox: 7%; PLK1 PBD inh: -27%; GLP-1R agonist: 25%; D3 antag: 1; PI5P4K alpha inh: -1; WRN inhibitor: 4%; D3 ag: 9; GLP1R inv ag: 8%

How did CC(=O)NC(CC(=O)NCc1ccncc1)c1ccccc1 (configuration not stated) do in these assays?
IL2 activator: -2.7; HEK293 tox: -9%; PLK1 PBD inh: -5%; GLP-1R agonist: 1%; D3 antag: 10; PI5P4K alpha inh: 0; WRN inhibitor: 5%; D3 ag: 10; GLP1R inv ag: -11%

What do the screens show for `COc1ccc(OC2CCN(C(=O)Nc3ccc(C)cc3)CC2)cc1`?
IL2 activator: -0.6; HEK293 tox: -1%; PLK1 PBD inh: 2%; GLP-1R agonist: 10%; D3 antag: 6; PI5P4K alpha inh: -4; WRN inhibitor: -8%; D3 ag: 2; GLP1R inv ag: inconclusive

What do the screens show for `CCOC(=O)CSc1ccc(S(=O)(=O)N2CCCC2)cc1[N+](=O)[O-]`?
IL2 activator: 1.8; HEK293 tox: -17%; PLK1 PBD inh: -8%; GLP-1R agonist: 0%; D3 antag: 9; PI5P4K alpha inh: 3; WRN inhibitor: -3%; D3 ag: 5; GLP1R inv ag: -3%

What do the screens show for `Cc1ccc(S(=O)(=O)CCC(=O)OCC(=O)NCC(=O)Nc2cccc(C)c2C)cc1`?
IL2 activator: -0.3; HEK293 tox: 17%; PLK1 PBD inh: -9%; GLP-1R agonist: -19%; D3 antag: -17; PI5P4K alpha inh: 1; WRN inhibitor: -24%; D3 ag: -6; GLP1R inv ag: 7%

What do the screens show for `O=C(Nc1ccc2c(c1)OCO2)C1CC(=O)N(c2cccc(Cl)c2)C1` (configuration not stated)?
IL2 activator: -3.7; HEK293 tox: 4%; PLK1 PBD inh: 0%; GLP-1R agonist: 12%; D3 antag: 7; PI5P4K alpha inh: 3; WRN inhibitor: -17%; D3 ag: -1; GLP1R inv ag: -25%

What do the screens show for `CC(=O)N1CCc2ccc(S(=O)(=O)N3CCN(C)CC3)cc21`?
IL2 activator: 0.7; HEK293 tox: 9%; PLK1 PBD inh: -14%; GLP-1R agonist: -5%; D3 antag: -18; PI5P4K alpha inh: -6; WRN inhibitor: 2%; D3 ag: 4; GLP1R inv ag: 6%

What do the screens show for `CCN(C(=O)COC(=O)C1CCN(S(=O)(=O)c2c(Cl)cccc2Cl)CC1)C1CCCCC1`?
IL2 activator: -5.6; HEK293 tox: 1%; PLK1 PBD inh: -5%; GLP-1R agonist: 5%; D3 antag: 19; PI5P4K alpha inh: 0; WRN inhibitor: -8%; D3 ag: 4; GLP1R inv ag: inconclusive

Results for Fc1ccc(-c2nc3cnccn3c2NC2CCCC2)cc1 ?
IL2 activator: -0.1; HEK293 tox: 55%[activator]; PLK1 PBD inh: 4%; GLP-1R agonist: 14%; D3 antag: 3; PI5P4K alpha inh: -2; WRN inhibitor: 1%; D3 ag: 3; GLP1R inv ag: -24%
